# Screens: PubChem, several laboratories
# CSN inh – inhibitors of human CSN-mediated cullin deneddylation | inhibition, % at 12.5 µM | Purified CSN, SCF-Nedd8-OG deneddylation, fluorescence polarization | Q92905 | 0.38% of 360,000 active;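 active means pattern-corrected inhibition above about 35%, with an unprinted fluorescence ratio check between 0.5 and 1.5, limit read from the data, passing the limit was not always enough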;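 further: 0% = enzyme with substrate and 100% = substrate without enzyme; some results filed as inactive read as strong as hits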
#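 Assay system: purified human Csn5 enzyme expressed in HEK293T cells; measure: % inhibition; also added: SCFSkp2-Nedd8OG substrate at 10 nM final; technique: fluorescence polarization; times: reaction 90 min, room temperature; medium: Tris buffer pH 7.5, NaCl, DTT, Tween-20, trehalose, ovalbumin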
# DNMT1 block – blocks human DNA methyltransferase DNMT1. DNMT1 molecular beacon, Hinp1I cleavage, fluorescence. inhibition (reported as % activation of signal), % at 10 µM. 0.83% of 360,000 active. AID 588458; in the data active means inhibition above about 50%
# Tb MetRS inh – blocks T. brucei methionyl-tRNA synthetase activity; purified T. brucei MetRS, ATP depletion, Kinase-Glo luminescence; inhibition, % at 11.9 µM; 0.4% of 360,000 active; AID 624268;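 active means inhibition above a per-plate cutoff of the control wells' mean inhibition plus 3 SD, cut at about 5.5% in these data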;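 further: 0% = DMSO wells median and 100% = median of wells with control inhibitor compound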
#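 Measured by: Kinase-Glo luciferase luminescence reporting remaining unconsumed ATP. Material: purified T. brucei MetRS enzyme. Doses: 11.9 µM compound single dose, 0.9% DMSO. Medium: HEPES buffer containing pyrophosphatase, BSA, spermine, DTT. Times: 15 min preincubation, 2 h reaction, all 25 °C. Reagent: methionine, ATP and bulk E. coli tRNA.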
# Rpn11 inh – Rpn11 (human) deubiquitinase inhibition | human 26S proteasome, Ub4-pepOG fluorescence polarization; 20S core pre-blocked with epoxomicin | calls only at 20 µM | 0.59% of 360,000 active | AID 588493;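 active means inhibition at 20 µM, scaled to each plate's controls, above about 33%, limit read from the data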
# STEP inh – inhibitors of human striatal-enriched phosphatase STEP | inhibition, % at 20 µM | AID 588621 | recombinant STEP, OMFP fluorogenic substrate, fluorescence | 0.25% of 360,000 active | P54829;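 active means inhibition at 20 µM, scaled per plate between control wells, above about 37%, limit read from the data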;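 further: 0% = DMSO with enzyme and substrate and 100% = substrate only without enzyme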
#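 Test system: STEP tyrosine phosphatase / Reagent: OMFP at 25 µM / Doses: 20 µM, 1% DMSO / Read-out: percent inhibition scaled to no-enzyme and uninhibited-enzyme controls, plate-pattern corrected / Detection: FITC-channel fluorescence of OMFP product / Medium: Bis-Tris buffer pH 6.0, 2.5 mM DTT, 0.005% Tween 20 / Schedule: 20 min at room temperature, dark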
# PABP1 MLLE inh – blocks PAM2 peptide binding to the PABP1 MLLE domain; P11940; GST-MLLE / FITC-PAM2 fluorescence polarization; inhibition, % at 20 µM; 0.36% of 360,000 active; in the data active means inhibition above about 35%, passing the limit was not always enough;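 further: plate controls were DMSO wells with GST-MLLE for no effect and wells lacking GST-MLLE protein for full effect; some results filed as inactive read as strong as hits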
# Target sequence (P11940 whole entry, looked up, the tested form may be a part): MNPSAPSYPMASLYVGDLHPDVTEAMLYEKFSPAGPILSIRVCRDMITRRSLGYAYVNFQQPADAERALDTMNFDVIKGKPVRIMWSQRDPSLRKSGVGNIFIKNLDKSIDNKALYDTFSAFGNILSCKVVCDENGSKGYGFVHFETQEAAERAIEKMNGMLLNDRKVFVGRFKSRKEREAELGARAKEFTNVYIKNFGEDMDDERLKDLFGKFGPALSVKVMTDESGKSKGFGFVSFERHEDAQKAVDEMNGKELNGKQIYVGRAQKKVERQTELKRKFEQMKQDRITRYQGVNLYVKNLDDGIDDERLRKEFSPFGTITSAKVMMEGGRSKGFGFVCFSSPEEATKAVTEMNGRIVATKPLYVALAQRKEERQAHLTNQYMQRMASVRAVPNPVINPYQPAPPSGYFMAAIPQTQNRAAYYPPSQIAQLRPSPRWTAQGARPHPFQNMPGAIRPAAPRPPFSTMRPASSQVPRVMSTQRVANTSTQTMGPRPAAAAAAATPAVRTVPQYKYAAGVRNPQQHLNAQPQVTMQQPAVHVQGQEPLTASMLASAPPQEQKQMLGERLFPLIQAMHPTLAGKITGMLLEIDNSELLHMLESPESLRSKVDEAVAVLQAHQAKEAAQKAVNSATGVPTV
# SUMO1-SIM PPI – SUMO1-SIM interaction modulation; P63165; SUMO1 binding to a labelled peptide, TR-FRET, 1 h; inhibition, % at 20 µM; 0.33% of 360,000 active; in the data active means inhibition above about 37%
# LMPTP inh – blocks human LMPTP phosphatase; P24666; recombinant LMPTP-A, OMFP fluorogenic substrate, fluorescence intensity; inhibition, % at 20 µM; 0.22% of 360,000 active; AID 651560;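 active means compounds that cut the enzyme signal by at least half of the control window in the single-dose screen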;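 further: plate controls were DMSO wells with enzyme plus substrate for no effect and substrate without enzyme for full effect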
# Target sequence (P24666 whole entry, looked up): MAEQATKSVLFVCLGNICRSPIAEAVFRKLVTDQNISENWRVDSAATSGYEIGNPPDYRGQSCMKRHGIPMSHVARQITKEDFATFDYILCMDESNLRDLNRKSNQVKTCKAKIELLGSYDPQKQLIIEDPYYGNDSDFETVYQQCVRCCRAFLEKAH
#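 test system = LMPTP-A | amount = 0.625 nM LMPTP-A final | reagent = fluorogenic phosphatase substrate OMFP at 400 µM final | incubation = 50 min at room temperature | benchmarks = no-enzyme low control, uninhibited high control | medium = Bis-Tris pH 6.0, DTT, detergent | signal = fluorescence intensity of OMFP turnover product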
# Scp1 inh – blocks human Scp-1 phosphatase activity | Q9GZU7 | inhibition, % at 20 µM | Recombinant Scp1, phosphopeptide, malachite green phosphate absorbance | 0.88% of 340,000 active;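 active means inhibition above about 50% at 20 µM, limit read from the data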;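 further: plate controls were DMSO wells with enzyme for no effect and wells lacking enzyme for full effect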
# Target sequence (Q9GZU7 76-261 limits assumed): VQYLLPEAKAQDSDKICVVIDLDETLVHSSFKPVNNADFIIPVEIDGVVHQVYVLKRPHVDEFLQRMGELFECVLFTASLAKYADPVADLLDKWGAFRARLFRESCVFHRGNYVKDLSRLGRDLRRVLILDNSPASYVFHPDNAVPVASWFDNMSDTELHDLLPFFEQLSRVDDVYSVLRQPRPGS
#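 System: SCP-1 catalytic domain; Reagent: Phospho 17-mer peptide substrate; Doses: one concentration, 20 µM, with 1.0% DMSO; Incubation: 45 min room-temperature reaction, 5 min colour, 30 min stabiliser; Signal: Phosphate-binding colour reagent, absorbance read at 630 nm.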
# NadD inh – inhibitors of Staphylococcus aureus NadD | purified NadD enzyme, colorimetric absorbance read-out | inhibition, % at 20 µM | 0.78% of 360,000 active | AID 602399; in the data active means inhibition above about 26%; further: some compounds past the cut are filed as inactive
# Numbers without * were called inactive; i = inactive; · = no result given.
SMILES,CSN inh,DNMT1 block,Tb MetRS inh,Rpn11 inh,STEP inh,PABP1 MLLE inh,SUMO1-SIM PPI,LMPTP inh,Scp1 inh,NadD inh
OCC1OC(Oc2c[nH]c3ccccc23)C(O)C(O)C1O (stereo not drawn),-1,-5,-1.1,i,-5,0,-24,-1.1,-12,5
O=S(=O)(NCCC1=CCCCC1)c1cccc(Br)c1,-4,10,-0.7,i,-3,3,12,3.6,-3,-1
Cc1ccc(N(C(=O)CNC(=O)c2ccco2)C(C(=O)NC2CCCC2)c2cccnc2)cc1C (stereo not drawn),0,4,-0.1,i,0,2,1,0.0,-10,-5
O=C(O)c1ccc(Oc2cccc([N+](=O)[O-])c2)cc1C(=O)O,3,2,0.2,i,8,8,-8,-1.4,-2,-1
CC(/C=C/c1ccco1)=N/NC(=O)CNc1ccccc1C,1,-18,-0.7,i,-1,-20,-1,-0.4,-3,5
CN1CCN(C(=O)CSc2cc(=O)n(C)c3ccccc23)CC1,-5,3,-0.3,i,-2,-1,2,-2.9,-1,-1
CC(=O)Nc1cc(-c2cccc(NS(C)(=O)=O)c2)cn2c(-c3cccc(C(C)=O)c3)cnc12,3,-10,-0.2,i,0,-3,-11,3.0,·,-7
Cc1ccc2[nH]c(=O)c(N3CCOCC3)c(-c3ccccc3)c2c1,3,-2,-0.2,i,0,-10,29,1.3,-11,-11
COc1ccc(C(=O)N=c2sc3c(C)ccc(OC)c3n2C)cc1OC,-1,-15,-0.2,i,2,1,5,3.3,3,-7
CCC(C)n1c(=O)c(C(=O)Nc2ccccc2S(N)(=O)=O)c(O)c2ccccc21 (stereo not drawn),1,0,0.1,i,3,5,-2,1.5,-7,33*
CC(C)(C)OC(=O)N1CCC(C(=O)N[C@@H](Cc2ccccc2)C(=O)O)(c2ccccc2)CC1,4,2,0.6,i,-1,-6,2,-2.6,-4,-1
O=C(C/C=N/OCc1ccc(Cl)cc1)c1cnc(-c2ccccc2)s1,4,-9,-1.2,i,2,10,-9,3.1,-14,0
CCc1nc2ccccc2n1CC(O)COc1ccc(NC(C)=O)cc1 (stereo not drawn),6,0,-0.1,i,-2,4,-4,2.1,-9,4
Cn1nc(C(C)(C)C)c([N+](=O)[O-])c1C(=O)Nc1ccc(Br)cc1,-2,-2,-0.2,i,-2,1,3,1.4,-11,-11
NC(N)=Nc1nc(C2COc3ccccc3O2)cs1 (stereo not drawn),5,-3,-0.7,i,1,-11,-3,1.8,-3,-6
CCCC1(C(=O)OC)NC(c2cccc(F)c2)C2C(=O)N(CC)C(=O)C21 (stereo not drawn),10,3,-1.1,i,2,0,-1,-1.9,-12,-4
COCCn1c(SCC(=O)Nc2ccc(NC(=O)c3ccco3)c(OC)c2)nc2ccccc2c1=O,7,-2,-0.6,i,-3,0,2,1.0,-7,1
CN1c2ccccc2N(C)C1c1c(O)ccc2ccccc12,-5,0,-0.2,i,2,14,-2,-1.3,0,-6
O=C(Nc1ccc(S(=O)(=O)Nc2cnc3ccccc3n2)cc1)c1ccc(Cl)cc1Cl,-1,0,3.2,i,-1,1,2,1.0,-11,11
COCCNC(=O)c1onc(CSc2ccc(Cl)cc2)c1C(=O)O,0,-1,0.6,i,-1,-1,7,-0.3,-6,-2

# Random excerpt: 4 compounds from above
SMILES,CSN inh,DNMT1 block,Tb MetRS inh,Rpn11 inh,STEP inh,PABP1 MLLE inh,SUMO1-SIM PPI,LMPTP inh,Scp1 inh,NadD inh
COCCNC(=O)c1onc(CSc2ccc(Cl)cc2)c1C(=O)O,0,-1,0.6,i,-1,-1,7,-0.3,-6,-2
CC(/C=C/c1ccco1)=N/NC(=O)CNc1ccccc1C,1,-18,-0.7,i,-1,-20,-1,-0.4,-3,5
CC(C)(C)OC(=O)N1CCC(C(=O)N[C@@H](Cc2ccccc2)C(=O)O)(c2ccccc2)CC1,4,2,0.6,i,-1,-6,2,-2.6,-4,-1
CCCC1(C(=O)OC)NC(c2cccc(F)c2)C2C(=O)N(CC)C(=O)C21 (stereo not drawn),10,3,-1.1,i,2,0,-1,-1.9,-12,-4

# Additional entries
SMILES,CSN inh,DNMT1 block,Tb MetRS inh,Rpn11 inh,STEP inh,PABP1 MLLE inh,SUMO1-SIM PPI,LMPTP inh,Scp1 inh,NadD inh
Cc1cccc(C)c1Nc1nnc(SCc2cn3cccc(C)c3n2)s1,-10,0,-0.1,i,8,19,2,-0.2,-3,1
Cc1nc2ccc(S(=O)(=O)NC(C(=O)NCc3ccc4c(c3)OCO4)C(C)C)cc2s1 (stereo not drawn),4,1,0.1,i,0,0,5,-0.8,12,0
O=C(COC(=O)Cc1c(F)cccc1Cl)NCc1ccc2c(c1)OCO2,1,-4,0.0,i,0,5,-3,-0.3,-5,-5
COc1ccc(CNC(=O)COC(=O)CCCOc2ccc(Cl)cc2Cl)cc1OC,-6,-6,1.0,i,0,5,1,-0.1,-5,-4
CSc1ncccc1C(=O)OCC(=O)NCCC1=CCCCC1,1,1,-0.2,i,-1,0,2,0.1,-8,-1
CCN(CC)CC(O)CN1c2ccccc2Sc2ccccc21 (stereo not drawn),2,2,-0.7,i,2,2,3,-0.5,-5,-4
COc1cccc(-n2nc(C(=O)NCC3CCCO3)c3ccccc3c2=O)c1 (stereo not drawn),0,2,-0.2,i,0,-15,-4,-0.9,-7,-1
CCOc1cc(C)nc(NCc2ccccc2)n1,-1,1,-1.3,i,-1,9,-1,0.7,5,3
COc1ccccc1NC(=O)/C=C/c1cc([N+](=O)[O-])ccc1OC(F)F,2,2,0.4,i,1,17,0,-1.1,-11,2
CCCCN(C)CCCNC(=O)c1ccc2c(c1)N(CC)C(=O)c1ccccc1S2=O (stereo not drawn),-4,5,-0.7,i,-3,3,-1,-0.7,-9,-2
Clc1ccc(Nc2ccc(-n3ccnc3)nn2)cc1Cl,-3,-9,1.7,i,1,-6,7,0.5,7,9
Cc1cccc(N(C(=O)c2csnn2)C(C(=O)NC2CCCCC2)c2ccncc2)c1 (stereo not drawn),-5,1,-0.2,i,2,21,0,0.3,-1,6
Cc1cccc(NC(=S)N2CCC(C(=O)c3ccc(F)cc3)CC2)c1,-2,4,-0.6,i,1,-97,5,2.4,-2,0
O=c1[nH]c(CN2CCCCC2)nc2c1C1(CCCCC1)Cc1ccccc1-2,-2,3,-0.8,i,-2,-6,-5,0.3,-7,-5
COc1ccc(CN2CCN(C(=O)c3ccco3)CC2)cc1OCc1ccccc1,-1,-2,-1.5,i,0,-7,-2,-2.7,1,-25
O=C(O)c1ccccc1NCc1ccco1,3,3,-0.5,i,3,-3,1,-0.7,2,-5
Cc1cccn2c(=O)nc(SCC(=O)N3CCCC3)nc12,1,0,-0.6,i,-1,-8,2,-1.6,-8,-5
COC(=O)CCC(C)N1CCC(Oc2ccc(C(=O)N3CCCC3)cc2)CC1 (stereo not drawn),1,1,-0.5,i,-1,-4,3,-0.1,-2,-10
O=C(NC(=S)Nc1nc(-c2ccc(Cl)cc2)cs1)c1cccs1,0,24,0.6,i,-2,20,2,1.4,-8,-1
C/C(=C/Cc1c(O)cc2oc(C)cc(=O)c2c1O)COC1OC(CO)C(O)C(O)C1O (stereo not drawn),4,16,-0.2,i,-4,9,6,5.1,14,-9
CC(C)N(Cc1ccccc1)C(=O)CN1C(=O)NC2(CCCc3ccccc32)C1=O (stereo not drawn),-6,0,-0.9,i,-1,7,-2,0.1,4,-4
Cc1ccc(S(=O)(=O)Nc2nc3ccccc3nc2Nc2cccc(S(=O)(=O)N3CCCC3)c2)cc1,-8,-11,-1.0,i,-5,45*,8,2.1,4,10
COc1ccc(NC(=O)CN(c2cccc(C(F)(F)F)c2)S(C)(=O)=O)cc1OC,-3,-2,-0.3,i,-3,-14,23,-0.5,-4,4
CN(Cc1c(F)cccc1Cl)C(=O)C1CC(=O)N(CCc2ccccc2)C1 (stereo not drawn),-1,1,-0.7,i,1,13,0,-1.1,-2,-7
O=C(COc1ccc(S(=O)(=O)NC2CCCCC2)cc1)NCc1cccnc1,8,0,-0.3,i,-1,-10,-2,-0.9,-5,8
O=C(CC1Nc2ccccc2NC1=O)NCCCN1CCCCCC1 (stereo not drawn),6,-40,-0.2,i,-6,-6,-7,15,3,0
COc1ccc(-c2c(C(=O)c3ccccc3)[nH]c(N)c2C(N)=O)cc1OC,4,·,-0.3,·,·,·,-10,-0.3,·,1
COc1ccc(OC)c(/C=N/NC(=O)C(=O)N/N=C/c2cc(OC)ccc2OC)c1,0,13,-0.7,i,2,2,1,0.8,0,17
Cn1nccc1NC(=O)Nc1cccc(Cl)c1,-2,-1,-0.1,i,-3,4,1,-1.4,-4,-2
O=C(c1cc(S(=O)(=O)NCc2ccco2)ccc1Br)N1CCOCC1,-6,13,-0.2,i,2,8,4,-0.6,-1,1
Cc1ccc(C(=O)C(C)OC(=O)CNS(=O)(=O)c2ccc(C)cc2)cc1 (stereo not drawn),6,1,-0.3,i,3,-14,8,-0.8,-2,-8
Cc1cccc(OCC(=O)NC(Cc2c[nH]c3ccccc23)C(=O)O)c1C (stereo not drawn),-5,-1,-0.2,i,1,-9,2,-0.5,4,8
CCn1c(=S)[nH]c2c(c1=O)C(C)(C)Cc1ccccc1-2,25,-4,-0.4,i,4,-2,3,2.1,-8,-2
Cc1ccc(C(=O)NN=C2CCCC2)cc1C,-3,1,-0.1,i,-1,1,2,-1.9,-17,-9
Cc1c(C(=O)NC2CCCc3ccccc32)oc2ccc(S(=O)(=O)N3CCCC3)cc12 (stereo not drawn),-1,14,0.3,i,-1,3,-3,1.3,-5,2
O=C(CSc1n[nH]c(=O)n1C1CC1)Nc1cc(Cl)ccc1Oc1ccccc1,2,-5,-0.1,i,-5,-3,4,-1.6,-6,-3
O=C(CSc1nnc(CNc2ccc(F)cc2)o1)N1CCN(C(=O)c2ccco2)CC1,1,0,0.0,i,1,14,1,-0.3,1,0
COCCn1c(N)c(Sc2ccc([N+](=O)[O-])cc2)c(=O)[nH]c1=O,4,1,0.0,i,0,-20,-24,-1.3,1,-5
